Source: PubChem BioAssay (several laboratories)
S1P4 ag – human S1P4 receptor agonism; AID 1509; O95977; hit rate 0.35% among 220,000; activation, % at 4.98 µM; S1P4-expressing cell line, agonist reporter assay; in the data active means activation above about 11%;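 further: 0% = DMSO vehicle and 100% = reference agonist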
CHOP inhibitor – inhibitors of CHOP induction in ER stress response; CHO-K1 CHOP-promoter luciferase, tunicamycin-induced, 15-18 h; inhibition, % at 10 µM; hit rate 3.8% among 220,000;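 active means compounds that reduced the stress-induced luciferase reporter signal by more than about 70% of percent inhibition, limit read from the data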;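 further: 0% = tunicamycin plus vehicle and 100% = wells without tunicamycin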
TRPN1 ag – activates the zebrafish TRPN1 channel. activation, % at 3 µM. HEK293 zebrafish TRPN1-YFP, Fluo-8 calcium fluorescence; 100% = response to 87 µM carbachol. hit rate 0.18% among 220,000. AID 1424;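 active means activation above its plate's cutoff, the mean activation of test wells on that plate plus 3 SD, cut at about 19% in these data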;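 further: 0% = DMSO alone and 100% = 87 µM carbachol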
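Material – zebrafish TRPN1-YFP in HEK293 cells · Doses – 3 µM single point · Schedule – dye 1 h 37 °C plus 30 min RT · Signal – Fluo-8 calcium fluorescence, excitation 470-495 nm, emission 515-575 nm · Read-out – % activation versus carbachol response · Control set – carbachol high, DMSO low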
S1P4 antagonist – antagonists of human S1P4 receptor | inhibition, % at 4.98 µM | AID 1510 | S1P4-expressing cells, antagonist mode, reporter read-out | hit rate 0.26% among 220,000 | O95977; in the data active means inhibition above about 29%;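 further: 0% = wells stimulated with agonist and 100% = vehicle wells without agonist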
NPY-Y1 antag – NPY-Y1 (human) receptor antagonism; HEK293-CNG Y1 cells, membrane potential fluorescence; NPY at EC95, then isoproterenol; inhibition, % at 3.6 µM; P25929; AID 1040; hit rate 1% among 200,000;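 active means inhibition above the campaign mean inhibition of all tested compounds plus 3 SD, cut at about 20% in these data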;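 further: 0% = DMSO wells given NPY plus isoproterenol and 100% = isoproterenol alone without NPY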
Target sequence (P25929 whole entry, looked up): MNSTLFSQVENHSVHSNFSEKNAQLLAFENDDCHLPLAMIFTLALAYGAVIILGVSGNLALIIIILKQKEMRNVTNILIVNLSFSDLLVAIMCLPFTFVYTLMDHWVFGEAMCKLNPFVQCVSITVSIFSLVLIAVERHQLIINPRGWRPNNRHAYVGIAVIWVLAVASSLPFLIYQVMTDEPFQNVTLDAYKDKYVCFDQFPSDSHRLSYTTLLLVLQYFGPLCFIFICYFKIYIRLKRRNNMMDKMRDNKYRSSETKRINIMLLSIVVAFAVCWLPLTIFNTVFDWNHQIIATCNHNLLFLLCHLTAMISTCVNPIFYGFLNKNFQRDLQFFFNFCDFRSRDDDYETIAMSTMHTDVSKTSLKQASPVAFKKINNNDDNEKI
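Test system – HEK293 Y1/CNG channel cell line · Also added – NPY agonist 25 nM, then isoproterenol 1 µM plus Ro 20-1724 25 µM · Compound dosing – one concentration, 3.6 µM, in 0.4% DMSO · Schedule – compound incubation 1 h at room temperature, readout 45 min post-stimulation · Technique – fluorescence, membrane potential probe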
EP2 modulator – modulates human prostaglandin E2 receptor EP2 signaling. P43116. EP2-expressing cells, cAMP HTRF FRET, PGE2 co-stimulation. induction, % at 25 µM. hit rate 0.83% among 260,000. AID 940;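 active means compounds whose cAMP rise, as percent of the full-agonist control response, exceeds 60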;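 further: rat C6 glioma line stably carrying human EP2 under a CMV promoter; the protocol text gives 20 µM as final concentration; 100% = response of wells given 1 µM PGE2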
Target sequence (P43116 whole entry, looked up): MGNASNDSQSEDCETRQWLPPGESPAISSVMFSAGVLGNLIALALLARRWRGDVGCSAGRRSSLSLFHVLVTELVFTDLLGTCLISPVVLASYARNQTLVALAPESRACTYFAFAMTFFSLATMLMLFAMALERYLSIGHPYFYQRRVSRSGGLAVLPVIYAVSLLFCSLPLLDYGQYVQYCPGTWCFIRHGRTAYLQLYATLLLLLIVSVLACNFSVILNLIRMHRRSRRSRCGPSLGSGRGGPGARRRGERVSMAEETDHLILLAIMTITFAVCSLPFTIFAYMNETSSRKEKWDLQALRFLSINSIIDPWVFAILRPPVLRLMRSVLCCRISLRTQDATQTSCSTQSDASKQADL
NPY-Y2 PAM-ag – human NPY-Y2 potentiation or agonism, primary screen; activation, % at 3.6 µM; AID 1359; cells expressing NPY-Y2, potentiator/agonist read-out; hit rate 0.45% among 220,000; in the data active means activation above about 27%;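 further: cells stimulated with NPY near EC25 plus isoproterenol at EC100; 0% = vehicle plus submaximal agonist and 100% = vehicle plus saturating agonist; some results beyond the cut were filed as inactive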
TRPML3 ag – agonists of human TRPML3 channel; Q8TDD5; HEK293 TRPML3-YFP, Fluo-8 calcium fluorescence; 100% = the carbachol control signal; activation, % at 3 µM; hit rate 0.29% among 220,000; AID 1448;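 active means activation above its plate's cutoff, the mean activation of the plate's test wells plus 3 SD, cut at about 12% in these data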;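 further: 0% = DMSO only wells and 100% = carbachol wells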
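Test system – HEK293 line with stable expression of human TRPML3-YFP channel · Control set – carbachol 87 µM final as high control (100%), DMSO as low control (0%) · Signal – Fluo-8 calcium dye fluorescence, ex 470-495, em 515-575 nm · Incubation – 1-h 37 °C dye load, 5-s basal, 120-s post-compound reads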
NPY-Y1 PAM-ag – potentiators or agonists of human neuropeptide Y receptor Y1; P25929; activation, % at 3.6 µM; AID 1304; hit rate 0.37% among 220,000; NPY-Y1 expressing cells, potentiator/agonist activation; in the data active means activation above about 33%, passing the limit was not always enough;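 further: cells stimulated with NPY at EC10 then isoproterenol at EC100; 0% = low agonist plus stimulus and 100% = saturating agonist plus stimulus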
* hit, by the source's call; · = not tested or not shown. Rows are unselected; overall some 6.5% were active at least once.

Letter code – A = S1P4 ag; B = CHOP inhibitor; C = TRPN1 ag; D = S1P4 antagonist; E = NPY-Y1 antag; F = EP2 modulator; G = NPY-Y2 PAM-ag; H = TRPML3 ag; I = NPY-Y1 PAM-ag
COc1cc(NC(=O)CCC(=O)OCCCC(F)(F)C(F)(F)F)nc(OC)n1
  A: 0.0	B: -11	C: -0.7	D: -18	E: 1	F: 4	G: -1	H: -0.8	I: 2
CCNC(=O)O/N=C(\C)c1sc(-c2ccccc2)nc1C
  A: -0.3	B: -8	C: -0.9	D: -6	E: 7	F: 9	G: -10	H: -0.2	I: -18
COc1ccc(S(=O)(=O)n2nc(OC(=O)c3ccccc3)cc2N)cc1
  A: -0.3	B: 41	C: -0.7	D: 1	E: 6	F: 14	G: 2	H: -0.9	I: 8
CCOC(=O)c1ccc(COC(=O)c2cc3ccccc3oc2=O)o1
  A: 1.1	B: -4	C: 0.1	D: -4	E: 3	F: -4	G: -7	H: -0.6	I: -17
CCC/C(O)=C1\C(=O)CC(C)(C)CC1=NCCO
  A: -0.8	B: -16	C: 4.2	D: -3	E: 4	F: 14	G: 3	H: 1.0	I: 17
CC1(C)CC(=O)C(C=NC2CCCCC2)=C(O)C1
  A: 0.9	B: 22	C: 1.2	D: -10	E: 0	F: 23	G: -2	H: 0.9	I: -15
Cc1ccc(CN2CC(C(=O)Nc3ccc4c(C)cc(=O)oc4c3)CC2=O)cc1 (stereo not given)
  A: 0.1	B: -16	C: 1.2	D: -1	E: -4	F: 7	G: -6	H: 0.2	I: -22
COCc1cc(C)nc2sc3c(=O)n(Cc4ccco4)nnc3c12
  A: -0.2	B: 12	C: -0.5	D: -10	E: 0	F: 22	G: 8	H: 0.5	I: 12
Nc1ccc(Nc2ccccc2)c(Cl)c1
  A: -0.7	B: 11	C: -0.5	D: -4	E: -3	F: 15	G: 18	H: 0.4	I: 19
CCNC(=O)COc1cccc(C(=O)NCc2ccccc2)c1
  A: 3.0	B: 1	C: 1.4	D: -20	E: 6	F: 11	G: 1	H: 0.8	I: -2
O=C(NCc1cccnc1)c1c(O)c2cccc3c2n(c1=O)CCC3
  A: -1.7	B: 5	C: 0.4	D: 11	E: 5	F: 46	G: 0	H: 0.7	I: 2
O=c1oc(/C=C/c2ccco2)nc2sc3c(c12)CCC3
  A: -0.7	B: 19	C: 1.5	D: -5	E: -3	F: 16	G: -32	H: 0.1	I: 25
Cc1cc(=O)oc2cc(OCc3cc4c(cc3Cl)OCO4)ccc12
  A: -1.2	B: -25	C: 0.9	D: -25	E: 0	F: 3	G: -4	H: 1.0	I: 30
COc1ccc(C(=O)/C=C/c2cc(C(=O)O)cc3c2OCOC3)c(O)c1
  A: -0.5	B: -9	C: 0.5	D: 2	E: ·	F: -25	G: 0	H: 0.4	I: 2
CC1=C(C(=O)N2CCN(c3cc(C)ccc3C)CC2)C2(CCC(C)CC2)OC1=O (stereo not given)
  A: 0.3	B: 43	C: 0.6	D: -17	E: -1	F: 36	G: -1	H: 0.5	I: -23

Ordered by heavy-atom count (largest number first): part of the list above.
Letter code – A = S1P4 ag; B = CHOP inhibitor; C = TRPN1 ag; D = S1P4 antagonist; E = NPY-Y1 antag; F = EP2 modulator; G = NPY-Y2 PAM-ag; H = TRPML3 ag; I = NPY-Y1 PAM-ag
CC1=C(C(=O)N2CCN(c3cc(C)ccc3C)CC2)C2(CCC(C)CC2)OC1=O (stereo not given)
  A: 0.3	B: 43	C: 0.6	D: -17	E: -1	F: 36	G: -1	H: 0.5	I: -23
COc1cc(NC(=O)CCC(=O)OCCCC(F)(F)C(F)(F)F)nc(OC)n1
  A: 0.0	B: -11	C: -0.7	D: -18	E: 1	F: 4	G: -1	H: -0.8	I: 2
COc1ccc(S(=O)(=O)n2nc(OC(=O)c3ccccc3)cc2N)cc1
  A: -0.3	B: 41	C: -0.7	D: 1	E: 6	F: 14	G: 2	H: -0.9	I: 8
CCOC(=O)c1ccc(COC(=O)c2cc3ccccc3oc2=O)o1
  A: 1.1	B: -4	C: 0.1	D: -4	E: 3	F: -4	G: -7	H: -0.6	I: -17
Cc1cc(=O)oc2cc(OCc3cc4c(cc3Cl)OCO4)ccc12
  A: -1.2	B: -25	C: 0.9	D: -25	E: 0	F: 3	G: -4	H: 1.0	I: 30
CCNC(=O)COc1cccc(C(=O)NCc2ccccc2)c1
  A: 3.0	B: 1	C: 1.4	D: -20	E: 6	F: 11	G: 1	H: 0.8	I: -2
CCNC(=O)O/N=C(\C)c1sc(-c2ccccc2)nc1C
  A: -0.3	B: -8	C: -0.9	D: -6	E: 7	F: 9	G: -10	H: -0.2	I: -18
O=c1oc(/C=C/c2ccco2)nc2sc3c(c12)CCC3
  A: -0.7	B: 19	C: 1.5	D: -5	E: -3	F: 16	G: -32	H: 0.1	I: 25
CC1(C)CC(=O)C(C=NC2CCCCC2)=C(O)C1
  A: 0.9	B: 22	C: 1.2	D: -10	E: 0	F: 23	G: -2	H: 0.9	I: -15
Nc1ccc(Nc2ccccc2)c(Cl)c1
  A: -0.7	B: 11	C: -0.5	D: -4	E: -3	F: 15	G: 18	H: 0.4	I: 19

More records follow:
Letter code – A = S1P4 ag; B = CHOP inhibitor; C = TRPN1 ag; D = S1P4 antagonist; E = NPY-Y1 antag; F = EP2 modulator; G = NPY-Y2 PAM-ag; H = TRPML3 ag; I = NPY-Y1 PAM-ag
N#C/C(=C\c1cccs1)C(=O)c1ccccc1
  A: -1.3	B: -18	C: 4.3	D: 7	E: ·	F: -31	G: 17	H: 0.9	I: 3
CCn1c(C)c(C(C)=O)c(N2CCCC2)nc1=S
  A: 17*	B: 10	C: 0.6	D: -4	E: -7	F: -6	G: -6	H: 0.7	I: -9
O=C(Cn1cc([N+](=O)[O-])cn1)Nc1ccc(Cn2cc(Br)cn2)cc1
  A: -1.6	B: 2	C: 0.5	D: -12	E: -6	F: 8	G: 26	H: 0.1	I: 10
CCOC(=O)C1C(=O)NC(c2ccccc2)=NC1c1ccc(Br)cc1 (stereo not given)
  A: -2.5	B: -9	C: -0.6	D: 6	E: 3	F: 0	G: 6	H: 0.7	I: 14
CN(C)CCCNC(=O)c1cc(C(=O)C2CCCCC2)c[nH]1
  A: 1.6	B: 14	C: 0.9	D: -13	E: 5	F: -4	G: -4	H: 0.6	I: 8
O=C1OC2CC3CC1CC(O)(C3)C2 (stereo not given)
  A: 0.1	B: 15	C: 0.3	D: -7	E: -2	F: 17	G: -15	H: 0.4	I: 3
COc1cccc(NC(=O)c2ccccc2NS(C)(=O)=O)c1
  A: -5.5	B: 15	C: 1.1	D: -4	E: 0	F: 1	G: -4	H: -0.2	I: -1
CC#CCCCC(=O)Nc1ccc(C(=O)O)cc1
  A: 1.2	B: -16	C: -0.6	D: -6	E: 3	F: 17	G: 11	H: 0.1	I: 4
CCc1ccc(NC(=S)N(Cc2cccnc2)Cc2ccco2)cc1
  A: 2.2	B: 12	C: -0.6	D: -9	E: 4	F: -38	G: -3	H: 0.2	I: 13
CCOC(=O)Cn1cc(-c2ccccc2)nn1
  A: 0.5	B: -3	C: 2.7	D: -21	E: -3	F: -4	G: 15	H: 0.3	I: 1
Cc1ccc(OCC(=O)Nc2nnc(C3CCCO3)s2)c(Br)c1 (stereo not given)
  A: -2.0	B: 4	C: -1.6	D: 5	E: 15	F: -8	G: -28	H: -1.0	I: -19
